TSG101-PTAP inh: blocks PTAP/TSG101 interaction to inhibit HIV-1 budding; Q99816; Fluorescence polarization, FITC-PTAP peptide / Tsg101 binding; Potency, µM (top dose mostly 115 µM), without a hit: at the top dose activity change, negative = inhibition, most hits filed as inhibitors; 340,000 tested, under 10 active; AID 493005; active = well fitted inhibition curve with a large enough effect in the main read-out, with a control signal flat, not every such curve was filed as active; inconclusive = small, poorly fitted or top-dose-only effect, or effect the other way, or a change in a side signal; inactive = no such curve, though single readings can be large or run the other way; also: potency is read from the fitted curve at half-maximal effect; % of control where 0% means no effect
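Tsg101 binding domain (10 uM final) was mixed with compound and a FITC-labeled PTAP peptide (50 nM final) in HEPES pH 7.5 buffer with NaCl, Tween 20, EDTA and TCEP; fluorescence polarization was read after 20 min at r.t.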
p53 reactivator: restores transcriptional activity of mutant p53; H1299 p53-A138V BP100-luciferase reporter, luminescence, 24 h; Potency, µM (highest dose often 92.2 µM), without a hit: at the top dose activity change, positive = activation, usual class: activators; 320,000 compounds, 0.063% hits; also: potency is read from the fitted curve at half-maximal effect; % of control where 0% means no effect; nearly all actives have a fitted effect of over 45% in size
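H1299 (p53-null), stable ts p53-A138V + BP100-Luc; 1000 cells/well, Opti-MEM/10% FBS; cpd 4 pt, 1:5; 24 h, 37 deg C, 5% CO2; detection reagent 10 min RT; luminescence.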
B2AR arrestin: recruits beta-arrestin to the human beta2-adrenergic receptor. P07550. 330,000 compounds, 0.02% hits. AID 492947. beta-arrestin recruitment to beta2AR, cell-based reporter. Potency, µM (top dose mostly 46.1 µM), inactives show at the top dose activation, hits mostly activators;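 also: potency is read from the fitted curve at half-maximal effect; 0% = DMSO controls and full agonism = EC100 isoproterenol or metaproterenol; nearly all actives have a fitted effect of over 65% in size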
TRPV1 agonist: activates the human vanilloid receptor TRPV1; Q8NER1; TRPV1-expressing cells, Fluo-8 calcium influx, agonist mode; activation, % at 8.33 µM; 320,000 compounds, 0.19% hits; AID 540275; in the data active = activation above about 80%; inconclusive = between about 30% and that limit; also: 0% is about no effect
Target sequence (Q8NER1 whole entry, looked up): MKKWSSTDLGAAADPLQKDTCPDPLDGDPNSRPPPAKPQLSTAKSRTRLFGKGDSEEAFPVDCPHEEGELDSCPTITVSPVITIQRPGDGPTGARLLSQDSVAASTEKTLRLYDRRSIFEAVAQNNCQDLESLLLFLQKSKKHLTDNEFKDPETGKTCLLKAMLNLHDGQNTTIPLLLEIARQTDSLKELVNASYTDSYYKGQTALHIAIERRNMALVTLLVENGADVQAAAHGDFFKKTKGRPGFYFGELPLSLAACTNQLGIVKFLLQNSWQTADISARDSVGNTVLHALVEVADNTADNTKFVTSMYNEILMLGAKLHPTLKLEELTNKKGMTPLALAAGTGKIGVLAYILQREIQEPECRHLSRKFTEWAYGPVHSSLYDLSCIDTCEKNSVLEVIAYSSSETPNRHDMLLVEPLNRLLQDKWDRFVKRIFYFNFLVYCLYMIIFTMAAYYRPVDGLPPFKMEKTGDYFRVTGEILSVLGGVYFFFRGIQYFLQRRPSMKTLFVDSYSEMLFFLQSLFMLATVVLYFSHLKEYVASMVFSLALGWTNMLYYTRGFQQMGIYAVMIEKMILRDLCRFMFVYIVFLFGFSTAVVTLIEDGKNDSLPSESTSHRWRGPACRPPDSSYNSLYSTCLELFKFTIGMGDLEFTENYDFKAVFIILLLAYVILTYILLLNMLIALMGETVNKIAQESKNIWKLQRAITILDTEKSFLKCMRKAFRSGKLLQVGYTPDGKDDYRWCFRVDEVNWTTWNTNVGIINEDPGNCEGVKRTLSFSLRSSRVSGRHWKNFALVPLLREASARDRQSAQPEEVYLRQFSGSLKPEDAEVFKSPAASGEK
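TRPV1-expressing cells were cultured overnight at 35.5C and loaded with Fluo-8 calcium dye for 40 to 90 min at room temperature. After a 10 s baseline, compound was added and calcium influx was read kinetically for 3 min (ex 480/em 520 nm).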
USP2a inh: inhibitors of human ubiquitin-specific protease USP2a; 330,000 compounds, 0.01% hits; USP2 core, Ub-CHOP2 coupled fluorogenic reporter, 485/531; Potency, µM (doses to about 38.3 µM), for the others: top-dose activity change, negative = inhibition, usual class: inhibitors; O75604;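 also: potency is read from the fitted curve at half-maximal effect; plate controls were DMSO wells for no effect and full inhibition by NEM control for full effect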
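Cell-free coupled assay: 10nM USP2 core preincubated 30min RT with compound in Tris-HCl pH 8.0/CaCl2/CHAPS buffer, then 25nM Ub-CHOP2 and 25nM reporter substrate; fluorescence (Ex 485/Em 531) read after 60min RT, normalized to NEM inhibition, concentration-response curves fitted.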
Eya2 phos inh: Eya2 (human) phosphatase inhibition. O00167. recombinant Eya2, OMFP fluorescence dephosphorylation (OMFP is methylfluorescein phosphate). Potency, µM (doses to about 76.9 µM), inactives show top-dose activity, negative = inhibition, hits mostly inhibitors. 330,000 compounds, 0.006% hits; also: potency is read from the fitted curve at half-maximal effect; % is scaled to controls: 0 for no effect and ±100 for the full control effect
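Eya2 (0.2 uM) preincubated 10 min at ambient with compound, then OMFP substrate added at 50 uM; 10 min reaction in 50 mM HEPES pH 7.5, 50 mM NaCl, 5 uM MgCl2, 0.05% BSA, 1 mM DTT. Fluorescence read at Ex 485/Em 525 nm.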
S-ASM inh: human S-ASM enzyme inhibition; placental ASM, HMU-PC fluorogenic substrate, 60 min; Potency, µM (titrated, usually from 57.5 µM), inactives show at the highest dose activity change, negative = inhibition, usual class: inhibitors; 340,000 compounds, 0.006% hits; also: potency is read from the fitted curve at half-maximal effect
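Human placenta-derived ASM preincubated with compound 10 min at room temperature, then reacted with 9 uM (final) fluorogenic HMU-PC substrate for 60 min at 37 C. Stop solution raises pH to 10; fluorescence read at Ex 386/Em 447 nm.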
uPA generation: cell surface uPA generation inhibition; cell surface uPA generation assay, qHTS; Potency, µM (doses to about 38.3 µM), without a hit: top-dose activity change, negative = inhibition, hits mostly inhibitors; 330,000 compounds, 0.31% hits; active = well fitted inhibition curve with a large enough effect; inconclusive = small, poorly fitted or top-dose-only effect; inactive = no such curve, though single readings can be large or run the other way; tested in mouse RAW 264.7 cells; also: potency is read from the fitted curve at half-maximal effect; % is scaled to controls: 0 for no effect and ±100 for the full control effect; nearly all actives have a fitted effect of over 55% in size
Integrin act MD: integrin-mediated muscular dystrophy alleviation activation. alpha7betagal myoblasts, beta-gal FDG fluorescence, 48 h. Potency, µM (highest dose often 38.3 µM), inactives show at the highest dose activation, usual class: activators. 350,000 compounds, 0.064% hits. AID 624291;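 also: potency is read from the fitted curve at half-maximal effect; 100% = response of the positive control SU9516; nearly all actives have a fitted effect of over 60% in size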
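Alpha7betagal+/- myoblasts (passage 13) were plated 16-24 hr, then exposed to compounds (1:260 dilution of DMSO stock) for 48 hours at 37C. After MPER lysis, β-galactosidase reporter activity was read as FDG fluorescence (ex 480/em 540) after 30 minutes.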
ELG1 genotoxic: inducers of genotoxicity in HEK293T ELG1-luciferase cells; HEK293T ELG1-luciferase reporter, luminescence, 16 h; Potency, µM (titrated, usually from 46 µM), for inactives: at the highest dose activity change, positive = activation, actives largely listed as activators; 330,000 compounds, 1.3% hits; AID 504466; also: potency is read from the fitted curve at half-maximal effect; % of control where 0% means no effect; nearly all actives have a fitted effect of over 60% in size
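Luminescence read-out: rising ELG1-luciferase signal, reflecting elevated ELG1 protein under genetic stress, flags genotoxic compounds. Cells were treated for 16 hr at 37 °C before ONE-Glo detection.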
BRCA1 expr act: increases BRCA1 expression; 380,000 compounds, 1.1% hits; Potency, µM (titrated, usually from 46.1 µM), for inactives: top-dose activation, usual class: activators; MCF7-BRCA1-FFLuc reporter, luminescence, 48 h; response scale: scaled: vehicle 0%, 10 µM genistein 100%; AID 624202; also: potency is read from the fitted curve at half-maximal effect; nearly all actives have a fitted effect of over 80% in size; some results filed as inactive show a strong effect at the top dose
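Reporter cells (MCF7, BRCA1 promoter-firefly luciferase) received library compounds across a concentration series for 48 h. End-point luminescence was measured and concentration-effect curves derived after normalization.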
An asterisk follows results filed as active; ? = inconclusive; · = not tested or not shown; [ ] = dose if it differs, or a comment. Unless noted, calls follow the shape of the dose curve; as a rule, active = well fitted curve in the direction sought with a large enough effect; inconclusive = small, poorly fitted or top-dose-only effect, or another doubt; inactive = no such curve, though single readings can be large; an effect the other way counts as inactive or inconclusive.

SMILES | TSG101-PTAP inh | p53 reactivator | B2AR arrestin | TRPV1 agonist | USP2a inh | Eya2 phos inh | S-ASM inh | uPA generation | Integrin act MD | ELG1 genotoxic | BRCA1 expr act
Cc1ccc(-n2c(=O)cc(NCc3cccnc3)[nH]c2=O)cc1 | -1% | 12% | -0.2% | 5 | 5% | 17% | 10% | · | 14% | 6% | 5%
CN(C)C(=O)c1ccc(NC(=O)CSc2nc3ccccc3[nH]2)cc1 | -1% | 0% | 0.0% | -3 | 13% | 5% | -2% | 0% | 6% | -5% | -8%
CCO[C@H]1OC(C(=O)N2CCN(C)CC2)=C[C@@H](c2csc3ccccc23)[C@@H]1CCCO | · | -2% | -0.2% | 2 | 0% | -17% | 5% | -10% | 17% | 6% | 12%
COc1ccccc1C/C(N)=N/OC(=O)COc1cccc(C)c1C | -2% | -1% | 0.0% | -3 | -2% | -6% | 1% | -3% | -17% | -5% | -1%
CC12CCC(C(=NO)C1=NO)C2(C)C (configuration not stated) | 1% | · | · | · | · | · | 1% | -2% | -30% | · | -20%
COc1ccc(Cl)cc1NC(=O)CSc1nnc(-c2ccco2)o1 | 1% | 12% | 0.3% | 2 | 0% | -2% | -2% | -1% | 0% | 1% | 1%
COc1cccc(/C=C2\SC(N)=NC2=O)c1OS(=O)(=O)c1ccccc1 | -5% | 2% | 0.1% | 3 | 4% | 12% | 13% | 1% | -35% | ? | 2%
Cc1cccc(N(CC(=O)N2CCCC2)S(=O)(=O)c2ccccc2)c1C | -5% | · | · | 11 | · | · | -2% | -7% | -10% | · | -3%
O=c1[nH]c(/C=C/c2cccc3ccccc23)nc2ccccc12 | -3% | 8% | 0.1% | -4 | 2% | -10% | 106%[activator] | -1% | -8% | 15% | 25%
CCc1ccc(CN(C)C(=O)c2cc(COc3cccc(C(F)(F)F)c3)on2)nc1 | -6% | 4% | -0.2% | ? | 0% | -11% | -4% | -2% | 9% | -5% | 9%
FC(F)(F)c1nnc2c(Sc3ccccn3)nc3ccccc3n12 | 0% | ? | -0.7% | 2 | 1% | -12% | 0% | -10% | -64%[inhibitor] | -8% | -91%[inhibitor]
Cc1cccc(NC(=S)N/N=C/c2cccc(O)c2)c1C | -3% | 2% | -0.3% | -2 | 3% | 4% | -3% | ? | -12% | -4% | -33%
O=C(COc1cccc(F)c1)Nc1nc(-c2ccncc2)cs1 | -1% | 5% | 0.0% | 8 | 0% | 13% | 5% | 7% | 38% | -3% | -11%
CC(=O)c1ccc(N2CCN(C(=O)CCC(=O)c3cccs3)CC2)cc1 | -4% | 1% | 0.5% | 10 | 3% | -4% | 3% | 2% | -9% | 0% | -6%
CC(C)(C)NS(=O)(=O)c1ccc(OCC(=O)NCCC2=CCCCC2)cc1 | -2% | -3% | 0.2% | -3 | 0% | -6% | -1% | 2% | -34% | -2% | 3%[1.84 µM]
Cc1c(Br)c([N+](=O)[O-])nn1C(C)C(=O)N1CCc2ccccc2C1 (configuration not stated) | -1% | 16% | 0.2% | 1 | 3% | -4% | -4% | -8% | -20% | ? | -6%
O=C1c2ccccc2C(=O)N1Cc1nc2ccccc2c(=O)n1CCCN1CCOCC1 | -3% | -14% | -0.2% | 6 | 0% | 3% | 0% | · | 8% | -1% | -10%
Cn1nnc(NC(=O)c2ccc3ccccc3c2)n1 | 0% | 17% | -0.3% | 1 | 0% | -21% | -4% | 0% | 17% | 17% | -38%
CCOC(=O)N1CCC(N2CCCC(CO)(Cc3cccc(OC)c3)C2)CC1 (configuration not stated) | -4% | -1% | -0.6% | 2 | 0% | -8% | 4% | 3% | -34% | -4% | 3%
O=C(COc1ccccc1Cl)NCCCNC(=O)c1cnccn1 | -2% | -6% | 0.0% | -4 | -2% | 26% | -1% | 6% | 22% | -4% | -3%
COc1ccc(Nc2nc(-c3ccccc3O)nc3ccccc23)cc1 | 1% | 2% | 0.4% | 8 | -7% | 3% | -26% | -12% | -44% | -11% | -51%
Cc1ccc(-c2nc(SC(C)C(=O)N3CCCC3)n[nH]2)cc1 (configuration not stated) | -1% | -6% | 0.3% | 1 | 0% | 28% | -2% | 7% | 0% | 0% | -8%
COc1ccccc1NC(=O)NCC(=O)Nc1ccc(F)c(F)c1 | -4% | 6% | -0.2% | 2 | 3% | 19% | 2% | 8% | -2% | 10% | 9%
Cc1cc(C)cc(NS(=O)(=O)c2ccc(Oc3ncc(C(F)(F)F)cc3Cl)cc2)c1 | -4% | -15% | 0.3% | 18 | -8% | -31% | -12% | 4% | -47% | -5% | -87%[inhibitor]
CCNC(=O)NC(=O)C(C)SCc1ccccc1C (configuration not stated) | -6% | -5% | -0.3% | 0 | -2% | -2% | 0% | -11% | 25% | 0% | 0%
CC(NC(=O)COC(=O)CSc1ccc(F)cc1)c1ccc(F)cc1 (configuration not stated) | 1% | -1% | -0.1% | ? | 1% | -5% | · | -2% | -18% | 3% | -16%
CCOc1ccc(-c2nc(CSc3nnc(C)s3)cs2)cc1OC | -6% | 9% | 0.3% | 0 | -3% | -33% | -5% | -12% | -6% | 3% | 62%
Cn1c(NN)nc2ccccc2c1=O | -2% | 5% | -0.5% | 2 | 2% | 4% | 4% | 22% | 1% | -1% | -9%
O=C1C2CCCN2C(=S)N1c1cc(Cl)ccc1Cl (configuration not stated) | -6% | 3% | -2.4% | -1 | 0% | -4% | -4% | -1% | 6% | -3% | -4%
COCC(C)n1c(C)cc(C(=O)CSc2nnnn2C2CCCC2)c1C (configuration not stated) | 1% | ? | -0.8% | 29 | 2% | 7% | -1% | -3% | 17% | ? | 30%
Cc1occc1C(=O)N1CCN(c2ccc([N+](=O)[O-])cc2)CC1 | 0% | -20% | 0.1% | 15 | -4% | -2% | -9% | -14% | 23% | -9% | -9%
CCCCn1c(N)c(N(CCOC)C(=O)c2cccc(N3C(=O)c4ccccc4C3=O)c2)c(=O)[nH]c1=O | 3% | 3% | 0.2% | 3 | 1% | 6% | 2% | -1% | 28% | 1% | 14%
O=C(c1csc2ccccc12)N1CCN(c2ccc(Cl)c(Cl)c2)CC1 | -3% | -2% | 0.2% | -6 | -1% | 8% | -12% | -1% | 2% | 0% | -26%
C=CCn1cnc2c(nnn2-c2ccc(OC)c(OC)c2)c1=O | -3% | 1% | -0.2% | -4 | 0% | -2% | -3% | -1% | -14% | 3% | -4%
CCOc1ccccc1NC(=O)Cn1c(=O)c2ccccc2n(CC)c1=O | -25% | -11% | -0.4% | 2 | 2% | 9% | -3% | · | 15% | 1% | -2%
COc1cc2[nH]c(C(=O)Nc3ccc(F)cc3)cc2c(OC)c1OC | · | 0% | 0.5% | 86* | -1% | 6% | · | · | · | 3% | ·
CC(C)=CC(=O)N1CCCC(N2CCN(c3ccc(F)cc3)CC2)C1 (configuration not stated) | -3% | 8% | 0.4% | 2 | -1% | 13% | -2% | -1% | -13% | -1% | -1%
Cc1ccc(C(=O)COC(=O)c2cc(Cl)ccc2O)cc1[N+](=O)[O-] | -6% | 0% | -1.2% | -1 | 0% | 4% | -3% | 4% | -18% | -11% | 8%
Cc1ccc2c(CNCc3ccccc3)cc(=O)oc2c1 | -1% | 7% | 0.1% | 25 | 3% | -11% | 7% | -16% | -31% | -12% | -62%
Cc1sc(NC(=O)c2ccccc2)c(C(=O)N2CCN(C)CC2)c1C | -1% | 16% | -0.2% | -13 | 1% | -25% | 2% | -2% | 18% | 5% | 3%
COc1ccc(COCC(O)CN2CCC(CN3C(=O)c4cccc5cccc(c45)C3=O)CC2)cc1OC (configuration not stated) | -2% | -4% | 4.7% | 1 | 7% | 2% | -7% | -12% | -44% | -4% | -3%
CCn1c(CC(=O)Nc2ccc(Cl)c(Cl)c2)nnc1SCc1ccc(Cl)cc1 | -4% | 14% | -0.7% | 3 | 1% | 9% | 5% | -2% | 7% | 4% | -13%
CC(CCC(=O)O)C1CCC2C3CC(O)C4CC(O)CC[C@]4(C)C3CCC12C (some centres not stated) | -7% | · | · | · | · | · | 0% | 11% | -3% | · | 1%
